Bioassay records deposited in PubChem by National Center for Advancing Translational Sciences (NCATS).
BAZ2B block: qHTS Assay for Inhibitors of BAZ2B; 360,000 tested, 4.4% active; Bromodomain adjacent to zinc finger domain protein 2B (Homo sapiens), Q9UIF8; Potency, µM (top dose mostly 114 µM), for the others: at the top dose activity change, negative = inhibition, usual class: inhibitors; AlphaScreen BAZ2B-H3K14Ac peptide displacement; note: potency is the fitted concentration of half-maximal effect; % is set by controls: 0 for no effect and ±100 for the full control effect; nearly all actives have a fitted effect of over 60% in size
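Multi-concentration screen (max 110 uM) measuring displacement of acetylated histone H3 peptide from BAZ2B by AlphaScreen, using 50 nM protein, 50 nM peptide and 10 ug/mL streptavidin donor plus Ni-chelate acceptor beads.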
ERG Ets-DNA blk: qHTS for Small Molecule Inhibitors of the ERG Ets/DNA interaction; Transcriptional regulator ERG (Homo sapiens), P11308; fluorescence polarization, His-ERG Ets domain / labelled DNA; Potency, µM (series often up to 76.9 µM), for the others: top-dose FP activity, negative = inhibition, most hits filed as inhibitors; 370,000 tested, 0.028% active; AID 624246, 2012; active = well fitted inhibition curve with a large enough effect in the polarisation, with a control signal flat; inconclusive = small, poorly fitted or top-dose-only effect, or effect the other way, or a change in a side signal; inactive = no such curve, though single readings can be large or run the other way; the % refers to the polarisation;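 note: polarization taken with two DNA probes labelled with fluorescein and Texas red; potency is the fitted concentration of half-maximal effect; % of control where 0% means no effect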
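His-tagged ERG Ets domain (1 uM in the protein solution; 300mM KCl, 50mM Tris-HCl, 1mM EDTA, 1mM DTT, pH 7.5) received compound, then a probe mix of 5 nM fluorescein-DNA and 100nM Texas-615-DNA. Fluorescence polarization was read for both dyes.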
HP1b binding inh: HTS for Inhibitors of HP1-beta Chromodomain Interactions with Methylated Histone Tails | AlphaScreen HP1-beta / biotin-H3K9me3 peptide binding | Potency, µM (top dose mostly 114 µM), for inactives: at the top dose activity change, negative = inhibition, hits mostly inhibitors | 390,000 tested, 0.56% active | AID 540317, 2011; note: potency is the fitted concentration of half-maximal effect; nearly all actives have a fitted effect of over 70% in size; inactives centre near 23
Target sequence (P83916 whole entry, looked up): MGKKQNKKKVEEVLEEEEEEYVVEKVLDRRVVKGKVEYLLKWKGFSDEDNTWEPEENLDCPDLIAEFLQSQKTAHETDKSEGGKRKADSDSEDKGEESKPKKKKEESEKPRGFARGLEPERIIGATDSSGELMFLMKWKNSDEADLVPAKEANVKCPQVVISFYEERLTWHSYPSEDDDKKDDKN
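HP1-beta protein (50 nM final) preincubated 30 min at room temperature with biotinylated H3(1-18)K9me3 peptide (50 nM) in PBS pH 7.4, 0.01% Tween-20, then compound added for 30 min. AlphaScreen streptavidin donor/nickel chelate acceptor beads (10 ug/mL final), 30 min dark, luminescence read.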
PI4K2A inh: qHTS for small molecular inhibitors of PI4K2A; Phosphatidylinositol 4-kinase type 2-alpha (Homo sapiens), Q9BTU6; purified PI4K2A, ADP-Glo luminescence, 1 h; stronger effect = lower value; activity change, negative = inhibition, % at 76.9 µM; 420,000 tested, 0.13% active; AID 1346378, 2018; in the data active = activity change below about -50%; inconclusive = mostly about -30% to -49%;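 note: -100% = wells without enzyme as full effect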
Target sequence (Q9BTU6 whole entry, looked up): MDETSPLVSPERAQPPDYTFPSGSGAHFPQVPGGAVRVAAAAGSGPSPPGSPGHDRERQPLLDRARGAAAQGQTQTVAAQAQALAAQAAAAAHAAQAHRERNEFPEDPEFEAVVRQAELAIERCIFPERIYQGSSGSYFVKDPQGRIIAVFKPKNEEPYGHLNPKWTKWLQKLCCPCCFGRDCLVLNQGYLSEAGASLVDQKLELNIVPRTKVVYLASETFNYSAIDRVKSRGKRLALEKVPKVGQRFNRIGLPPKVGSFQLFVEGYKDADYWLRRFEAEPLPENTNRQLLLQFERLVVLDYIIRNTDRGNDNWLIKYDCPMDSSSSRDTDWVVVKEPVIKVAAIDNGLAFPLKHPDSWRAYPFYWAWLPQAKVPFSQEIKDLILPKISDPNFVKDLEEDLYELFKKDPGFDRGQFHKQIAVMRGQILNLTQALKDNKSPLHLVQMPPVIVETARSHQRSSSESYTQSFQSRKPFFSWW
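ADP-Glo luminescence measured ADP generated by PI4K2A enzyme (4 ug/mL before mixing) with 1.2 mM PI substrate (pre-mix) and 300 microM ATP (pre-mix). Tris pH7.5 buffer with MgCl2, Triton X-100; 1 h reaction at ambient temperature.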
G9a block: qHTS Assay for Inhibitors of Histone Lysine Methyltransferase G9a; Histone-lysine N-methyltransferase EHMT2 (Homo sapiens), Q96KQ7; Potency, µM (highest dose often 102 µM), without a hit: at the highest dose activity, negative = inhibition, actives largely listed as inhibitors; G9a H3K9 monomethylation, AlphaScreen, 2 h; 350,000 tested, 8.8% active; note: potency is the fitted concentration of half-maximal effect; % is set by controls: 0 for no effect and ±100 for the full control effect; nearly all actives have a fitted effect of over 75% in size
Target sequence (Q96KQ7 913-1193 limits assumed): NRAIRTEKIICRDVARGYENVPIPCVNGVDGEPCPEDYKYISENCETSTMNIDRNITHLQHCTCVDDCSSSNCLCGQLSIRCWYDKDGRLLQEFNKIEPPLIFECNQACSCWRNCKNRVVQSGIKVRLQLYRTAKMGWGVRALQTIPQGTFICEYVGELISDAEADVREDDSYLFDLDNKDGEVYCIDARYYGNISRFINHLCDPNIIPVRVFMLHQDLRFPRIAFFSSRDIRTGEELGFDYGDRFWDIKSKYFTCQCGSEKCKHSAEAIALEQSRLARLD
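Chemiluminescent proximity detection of H3K9 monomethylation, read after 10 min bead incubation in the dark. Reaction: 20 nM G9a, 500 nM biotin-H3K9 peptide, 20 uM SAM cofactor, 2 h, room temperature, following 15 min enzyme-compound preincubation.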
Pin1 inh: qHTS Assay to Find Inhibitors of Pin1; Potency, µM (doses to about 115 µM), for inactives: top-dose activity, negative = inhibition, actives largely listed as inhibitors; 390,000 tested, 0.009% active; AID 504891, 2011; Pin1 FP peptide displacement, HiFluor488, 10 min; Peptidyl-prolyl cis-trans isomerase NIMA-interacting 1 (Homo sapiens), Q13526; active = well fitted inhibition curve with a large enough effect in the polarisation, with a control signal flat, not every such curve was filed as active; inconclusive = small, poorly fitted or top-dose-only effect, or effect the other way, or a change in a side signal; inactive = no such curve, though single readings can be large or run the other way; the % refers to the polarisation; note: potency is the fitted concentration of half-maximal effect; % is set by controls: 0 for no effect and ±100 for the full control effect
GLS inh: qHTS for Inhibitors of Glutaminase (GLS). Glutaminase kidney isoform, mitochondrial (Homo sapiens), O94925. GLS enzymatic activity, qHTS titration. Potency, µM (series often up to 45.5 µM), inactives show at the top dose activity change, negative = inhibition, most hits filed as inhibitors. 410,000 tested, 0.21% active. AID 624170, 2012; note: potency is the fitted concentration of half-maximal effect; % is set by controls: 0 for no effect and ±100 for the full control effect
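hKGA in 45 mM KH2PO4 (pH 8.2), 0.02% Tween-20 with compound, then 1mM L-Glutamine (stock as added) plus glutamate oxidase/HRP/Amplex red coupling mix. Fluorescence read initially and after 30 min at RT; signal change reflects glutamate formation.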
Tb PGK inh: qHTS Assay to Find Inhibitors of Phosphoglycerate Kinase; PGK/GAPDH coupled, Kinase-Glo luminescence, 60 min; Potency, µM (doses to about 57.5 µM), for inactives: at the highest dose activity change, negative = inhibition, most hits filed as inhibitors; 380,000 tested, 0.043% active; AID 602233, 2012; note: potency is the fitted concentration of half-maximal effect; % is set by controls: 0 for no effect and ±100 for the full control effect; nearly all actives have a fitted effect of over 60% in size
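Luminescent ATP detection (Kinase-Glo Plus) follows a 60-minute room-temperature incubation, with wells lacking PGK as controls. Buffer: 100 mM TEA (pH 7.6), 5 mM MgCl2, 0.01% Tween-20. Coupling enzyme GAPDH (100 nM final) supplies unstable 1,3-BPG in-well.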
JMJD2A Tudor: qHTS Assay for Inhibitors of JMJD2A-Tudor Domain; Lysine-specific demethylase 4A (Homo sapiens), O75164; AlphaScreen JMJD2A-Tudor / H3K4me3 peptide binding; Potency, µM (top dose mostly 114 µM), for the others: at the top dose activity change, negative = inhibition, most hits filed as inhibitors; 390,000 tested, 4.4% active; note: potency is the fitted concentration of half-maximal effect; % is set by controls: 0 for no effect and ±100 for the full control effect; nearly all actives have a fitted effect of over 50% in size
The depositor's hits bear a star; i = inactive; ? = inconclusive; · = no result given; & = joins results of further samples; [ ] = dose if it differs, or a comment. Unless noted, calls come from the whole dose curve; as a rule, active = well fitted curve in the direction sought with a large enough effect; inconclusive = small, poorly fitted or top-dose-only effect, or another doubt; inactive = no such curve, though single readings can be large; an effect the other way counts as inactive or inconclusive.

SMILES	BAZ2B block	ERG Ets-DNA blk	HP1b binding inh	PI4K2A inh	G9a block	Pin1 inh	GLS inh	Tb PGK inh	JMJD2A Tudor
Cc1ccccc1C(=O)Nc1ccnn1C1CCN(Cc2cnn(C(C)C)c2)CC1	-1.4%	10.9%	22.3%	-2.7	?	-1.0%	2.2%	-0.6%	0.0%
C#CCOc1ccc(-c2nnc(Nc3cccc(C)c3)c3ccccc23)cc1	2.0%	0.6%	33.7%	0.1	9.0%[59 µM]	?	12.7%	-8.4%	-16.3%
CCOC(=O)CSc1nnc2n(-c3ccccc3)c(=O)c3c4c(sc3n12)CC(C(C)(C)C)CC4 (stereo unspecified)	?	-4.9%	1.8%	-2.1	-36.7%[59 µM]	2.6%	-16.7%	-5.2%	-32.0%
Cc1ccc(Sc2ccc(CN3CCCC3)cc2[N+](=O)[O-])cc1	?	-6.8%	?	6.5	?	0.2%	5.7%	11.1%	44.7µM*
CCCCC(NC(=O)Cc1c(C)c2cc3c4c(oc3cc2oc1=O)CCCC4)C(=O)O (stereo unspecified)	-0.3%	14.2%	16.5%	6.8	?	?	-26.3%	-8.0%	-10.8%
COc1ccc(CN2C(=O)c3ccccc3C2OC)cc1 (stereo unspecified)	-2.9%	-3.8%	30.5%	0.4	·	-6.6%	-3.2%	2.9%	5.8%
Cc1cc(NS(=O)(=O)c2ccc(NC(=O)/C=C/c3c(F)cccc3Cl)cc2)no1	-8.9%	1.2%	-11.3%	3.4	?	-3.6%	0.0%	i	-25.7%
CCN(CC)S(=O)(=O)c1ccc(N2CCN(C)CC2)c(NC(=O)Nc2ccc(C)cc2)c1	-14.7%	4.7%	25.5%	-4.3	?	-2.5%	-8.4%	-5.4%	-23.9%
CC(CNC(=O)C1CCN(S(=O)(=O)c2ccc3c(ccn3C)c2)CC1)c1ccccc1 (stereo unspecified)	-5.6%	-1.1%	10.8%[57 µM]	2.7	1.8%[59 µM]	-0.1%	1.9%	0.4%	-14.1%
Cc1cc(C)c2nc(-c3ccccn3)cc(C(=O)Nc3ccc(S(=O)(=O)Nc4cc(C)on4)cc3)c2c1	50.1µM*	-3.8%	-7.6%	-7.5	-9.4%[0.501 µM]	·	-7.3%	-13.0%	50.1µM*
CCc1ccc(NC(=O)COC(=O)CCCC2=NS(=O)(=O)c3ccccc3N2)cc1	-4.3%&-1.9%	8.3%&-7.0%	15.1%&26.6%	5.1&-0.8	-8.0%	1.1%&2.0%	3.5%&2.1%	3.8%&9.6%	-12.4%&-13.7%
O=C(Cc1csc(NC(=O)c2ccc(F)cc2)n1)NO	?	-10.6%	-0.1%	-7.9	37.0%	-6.2%	-9.3%	i	-12.8%
c1ccc(N2CCN(c3ccccc3)C2c2ccncc2)cc1	?	·	7.4%	0.2	?	-9.9%	-3.4%	i	?
COC(=O)c1c(C(=O)OC)c(-c2cccc(F)c2)n2c1CS(=O)C2 (stereo unspecified)	-12.2%	0.4%	-10.9%	1.4	18.9%[0.501 µM]	-2.2%	-7.5%	-2.7%	-11.2%
O=C(CS(=O)(=O)c1cn(Cc2ccc(Cl)cc2)c2ccccc12)N1CCOCC1	1.6%	-4.7%	29.7%	-2.6	-6.1%	0.0%	5.2%	2.4%	-10.4%
Cc1ccc(CC2C(=O)N(CC(=O)O)C(=O)C2C)cc1 (stereo unspecified)	-32.3%	0.3%	26.4%	-2.8	-20.6%[2.33 µM]	-6.3%	·	0.8%	8.4%
CC(C(=O)Nc1ccccn1)c1ccccc1 (stereo unspecified)	-2.6%	-1.9%	33.4%	-25.3	·	-1.3%	-0.9%	3.9%	-1.3%
Nc1cc(Cl)nnc1Cl	-1.1%	-5.5%	24.0%	-2.3	?	-2.7%	-8.1%	-9.4%	-10.3%
CCCCNC(=O)C1CCCN(c2nnc(C)c3c(C)n(-c4ccc(Cl)cc4)nc23)C1 (stereo unspecified)	-11.8%	2.3%	19.4%	0.0	-11.0%[59 µM]	2.7%	15.2%	i	-11.4%
Cc1ccc(C(=O)N2CCN(c3cnn(C)c(=O)c3Cl)CC2)cc1	-11.4%	9.8%	30.5%	-8.5	-24.0%	-1.6%	4.0%	1.7%	-7.0%
COc1ccccc1CNC(=O)c1c(O)nc2cc(C)ccn2c1=O	5.9%	-2.0%	35.9%	-1.0	3.7%[59 µM]	-0.6%	0.1%	1.1%	4.4%
CC1CC1C(=O)OCC(=O)c1c(N)n(C)c(=O)n(C)c1=O (stereo unspecified)	15.9%	6.6%	33.5%	2.7	5.3%	-8.9%	-2.5%	-6.9%	-0.3%
NC(=O)c1ccc(SCC(=O)OCC(=O)N2CCCC2=O)c([N+](=O)[O-])c1	5.1%	-1.7%	13.8%	-0.5	50.1µM*	4.2%	3.1%	1.5%	-10.3%
CS(=O)(=O)N1CCc2cc(C(=O)N3CCN(c4ccccc4)CC3)ccc21	4.2%&-2.3%	-2.0%&-0.5%	22.2%&-1.7%	1.3&0.2	88.4%[activator]	2.9%&5.1%	9.8%&1.2%	5.3%&0.0%	-11.1%&-28.0%
Cc1ccc(CNC(=O)c2cn(C3CCCCC3)c(=O)c3c2c2ccccc2n3C)o1	-31.6%	-11.2%	-2.4%	-7.4	50.1µM*	-13.4%	15.7%	7.6%	-33.8%
S=c1nc[nH]c2c1ncn2C1CCCO1 (stereo unspecified)	?	-17.6%	-16.5%[57 µM]	9.2	10µM*	-0.5%	-1.0%	-0.7%	2µM*
COc1cccc(NC(=O)CCCCCn2nnc3ccccc3c2=O)c1	-3.2%	11.8%	26.5%	-3.8	-2.4%	-2.0%	1.0%	-5.6%	-7.7%
CC(C)Cc1csc(=S)[nH]1	·	10.1%	6.1%[57 µM]	-17.4	·	-0.7%	-12.9%	-7.6%	3.98µM*
COc1ccc(S(=O)(=O)N[C@@H](CSCc2ccccc2)C(=O)O)cc1	?	-1.0%	18.4%	1.5	50.1µM*	1.2%	6.1%	6.8%	-17.2%
O=c1nc(Nc2ccccc2)oc2ccccc12	-10.6%	12.3%	33.2%	-0.9	-0.2%	3.6%	3.0%	-8.0%	-8.6%
Cc1cc(C(=O)C(C)OC(=O)C2=NNC(=O)CC2)c(C)n1-c1ccc(OC(F)F)cc1 (stereo unspecified)	?	-0.4%	-24.9%	-13.0	-33.2%[59 µM]	0.0%	1.1%	-7.8%	?
CC1(C)CC(=O)C2=C(C1)N=C1SCCC(=O)N1C2c1ccc(C(F)(F)F)cc1 (stereo unspecified)	14.4%	-2.9%	27.7%	4.7	51.7%[activator][59 µM]	0.5%	1.4%	1.5%	-9.5%
N#Cc1nc(-c2ccccc2)oc1N1CCC(C(N)=O)CC1	-4.9%	3.6%	-4.6%	-3.9	-2.2%	-8.7%	-8.0%	-1.4%	-18.2%
CCOc1ccc(NC(=O)CN(C)C(=O)CC2OC(=O)c3ccccc32)cc1OCC (stereo unspecified)	-6.2%	-1.9%	23.5%	2.4	0.4%	-2.7%	3.5%	4.3%	-4.8%
O=C(N[C@@H](Cc1c[nH]c2ccccc12)C(=O)O)c1ccc(Cl)cc1	19.5%	-1.3%	15.3%	-0.1	21.5%	-0.9%	15.0%	5.1%	-14.4%
O=C(Nc1ccc(S(=O)(=O)NC2=NCCCCC2)cc1)c1ccc(Cl)cc1Cl	-6.6%	1.6%	12.4%	-1.1	?	-1.4%	-2.5%	6.4%	-6.2%
CN(C(=O)COC(=O)c1ccc(=O)n(Cc2ccccc2)n1)C1CCCCC1	-5.4%	-6.4%	36.6%	0.2	12.3%[12.7 µM]	-6.9%	-0.1%	-3.0%	-7.8%
Cc1ccc(S(=O)(=O)N2CCOCC2)cc1C(=O)OCC(=O)NC1CCCCC1	38.3%[activator]	3.8%	11.7%	5.4	-31.6%	0.1%	4.1%	1.0%	-7.6%

Printed as active in BAZ2B block, of those listed so far:
SMILES	BAZ2B block	ERG Ets-DNA blk	HP1b binding inh	PI4K2A inh	G9a block	Pin1 inh	GLS inh	Tb PGK inh	JMJD2A Tudor
Cc1cc(C)c2nc(-c3ccccn3)cc(C(=O)Nc3ccc(S(=O)(=O)Nc4cc(C)on4)cc3)c2c1	50.1µM*	-3.8%	-7.6%	-7.5	-9.4%[0.501 µM]	·	-7.3%	-13.0%	50.1µM*
